NPY1 pot ag = NPY-Y1 receptor potentiators or agonists, primary screen, cell-based. Neuropeptide Y receptor type 1 (Homo sapiens), P25929. NPY-Y1 expressing cells, potentiator/agonist activation. activation, % at 3.6 µM. 220,000 tested, 0.37% active. AID 1304, 2008; in the data active = activation above about 33%, passing the limit was not always enough;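 also: cells stimulated with NPY at EC10 then isoproterenol at EC100; 0% = low agonist plus stimulus and 100% = saturating agonist plus stimulus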
NPY-Y1 antag = NPY-Y1 receptor antagonists, primary screen, cell-based; 200,000 tested, 1% active; AID 1040, 2008; HEK293-CNG Y1 cells, membrane potential fluorescence; NPY at EC95, then isoproterenol; inhibition, % at 3.6 µM; Neuropeptide Y receptor type 1 (Homo sapiens), P25929;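 active = inhibition above the campaign mean inhibition of all tested compounds plus 3 SD, cut at about 20% in these data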;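 also: 0% = DMSO wells given NPY plus isoproterenol and 100% = isoproterenol alone without NPY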
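Assay system: HEK293 cells with Y1 receptor plus CNG channel | Probe or stimulus: NPY (25 nM), isoproterenol (1 µM), Ro 20-1724 (25 µM) | Timing: Compound incubation 1 h at room temperature, readout 45 min post-stimulation | Measured by: Membrane-potential fluorescent dye readout | Benchmarks: High control isoproterenol alone, low control NPY with isoproterenol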
CHOP inh = inhibitors of CHOP promoter induction, primary screen, cell-based, unfolded protein response, luciferase reporter | CHO-K1 CHOP-promoter luciferase, tunicamycin-induced, 15-18 h | inhibition, % at 10 µM | 220,000 tested, 3.8% active;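 active = compounds that reduced the stress-induced luciferase reporter signal by more than about 70% of percent inhibition, limit read from the data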;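 also: 0% = tunicamycin plus vehicle and 100% = wells without tunicamycin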
TRPML3 ag = human TRPML3 channel agonists, primary screen, cell-based, HEK293 TRPML3-YFP, Fluo-8 calcium fluorescence, 3 µM; Mucolipin-3 (Homo sapiens), Q8TDD5; 100% = the carbachol control signal; activation, % at 3 µM; AID 1448, 2008; 220,000 tested, 0.29% active;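 active = activation above its plate's cutoff, the mean activation of the plate's test wells plus 3 SD, cut at about 12% in these data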;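 also: 0% = DMSO only wells and 100% = carbachol wells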
Target sequence (Q8TDD5 whole entry, looked up): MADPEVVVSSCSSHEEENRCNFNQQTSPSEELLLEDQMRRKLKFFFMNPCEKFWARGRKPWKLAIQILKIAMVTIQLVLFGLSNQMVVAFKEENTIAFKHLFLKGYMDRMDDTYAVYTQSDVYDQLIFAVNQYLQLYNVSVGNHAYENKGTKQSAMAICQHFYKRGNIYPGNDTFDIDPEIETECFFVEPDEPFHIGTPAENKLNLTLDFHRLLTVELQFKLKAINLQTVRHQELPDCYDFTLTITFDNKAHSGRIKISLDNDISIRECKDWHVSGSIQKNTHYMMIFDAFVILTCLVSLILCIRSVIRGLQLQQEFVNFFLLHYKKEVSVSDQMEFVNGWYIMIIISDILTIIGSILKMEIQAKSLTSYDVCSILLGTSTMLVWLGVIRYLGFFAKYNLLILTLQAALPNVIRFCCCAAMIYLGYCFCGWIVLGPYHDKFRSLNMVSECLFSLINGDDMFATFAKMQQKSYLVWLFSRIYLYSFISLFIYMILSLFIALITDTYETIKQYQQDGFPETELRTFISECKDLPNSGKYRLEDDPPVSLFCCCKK
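system = HEK293 cells stably carrying human TRPML3-YFP | doses = one concentration, 3 µM nominal, 0.3% DMSO | timing = dye loading 1 h 37 °C then 30 min ambient, 125 s read | detection = Fluo-8 calcium dye fluorescence, ex 470-495, em 515-575 nm | benchmarks = high control carbachol 87 µM, low control DMSO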
EP2 mod = EP2 receptor modulators, cAMP readout, primary screen, cell-based, HTRF cAMP, PGE2 stimulation; AID 940, 2007; 260,000 tested, 0.83% active; induction, % at 25 µM; Prostaglandin E2 receptor EP2 subtype (Homo sapiens), P43116; EP2-expressing cells, cAMP HTRF FRET, PGE2 co-stimulation;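 active = compounds whose cAMP rise, as percent of the full-agonist control response, exceeds 60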;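 also: rat C6 glioma line stably carrying human EP2 under a CMV promoter; the protocol text gives 20 µM as final concentration; 100% = response of wells given 1 µM PGE2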
S1P4 antag = S1P4 receptor antagonists, primary screen, cell-based; inhibition, % at 4.98 µM; Sphingosine 1-phosphate receptor 4 (Homo sapiens), O95977; S1P4-expressing cells, antagonist mode, reporter read-out; 220,000 tested, 0.26% active; AID 1510, 2009; in the data active = inhibition above about 29%;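 also: 0% = wells stimulated with agonist and 100% = vehicle wells without agonist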
zfTRPN1 agonist = zebrafish TRPN1 channel agonists, primary screen, cell-based, HEK293, calcium fluorescence. AID 1424, 2008. transient receptor potential cation channel N1 (TRPN1/NompC), Danio rerio. 220,000 tested, 0.18% active. activation, % at 3 µM. HEK293 zebrafish TRPN1-YFP, Fluo-8 calcium fluorescence; 100% = response to 87 µM carbachol;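 active = activation above its plate's cutoff, the mean activation of test wells on that plate plus 3 SD, cut at about 19% in these data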;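 also: 0% = DMSO alone and 100% = 87 µM carbachol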
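System: zebrafish TRPN1-YFP in HEK293 cells / Dosing: 3 µM single point / Timing: dye loading 1 h at 37 °C, then 30 min room temperature / Signal: Fluo-8 calcium fluorescence, excitation 470-495 nm, emission 515-575 nm / Read-out basis: percent activation from peak over basal fluorescence ratio, control-normalized / Control set: high carbachol 87 µM, low DMSO alone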
S1P4 agonist = S1P4 receptor agonists, primary screen, cell-based. activation, % at 4.98 µM. AID 1509, 2009. Sphingosine 1-phosphate receptor 4 (Homo sapiens), O95977. 220,000 tested, 0.35% active. S1P4-expressing cell line, agonist reporter assay; in the data active = activation above about 11%;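 also: 0% = DMSO vehicle and 100% = reference agonist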
NPY2 pot ag = NPY-Y2 potentiators or agonists, primary screen, cell-based. cells expressing NPY-Y2, potentiator/agonist read-out. Neuropeptide Y receptor type 2 (Homo sapiens), P49146. 220,000 tested, 0.45% active. activation, % at 3.6 µM; in the data active = activation above about 27%;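 also: cells stimulated with NPY near EC25 plus isoproterenol at EC100; 0% = vehicle plus submaximal agonist and 100% = vehicle plus saturating agonist; some results beyond the cut were filed as inactive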
Target sequence (P49146 whole entry, looked up): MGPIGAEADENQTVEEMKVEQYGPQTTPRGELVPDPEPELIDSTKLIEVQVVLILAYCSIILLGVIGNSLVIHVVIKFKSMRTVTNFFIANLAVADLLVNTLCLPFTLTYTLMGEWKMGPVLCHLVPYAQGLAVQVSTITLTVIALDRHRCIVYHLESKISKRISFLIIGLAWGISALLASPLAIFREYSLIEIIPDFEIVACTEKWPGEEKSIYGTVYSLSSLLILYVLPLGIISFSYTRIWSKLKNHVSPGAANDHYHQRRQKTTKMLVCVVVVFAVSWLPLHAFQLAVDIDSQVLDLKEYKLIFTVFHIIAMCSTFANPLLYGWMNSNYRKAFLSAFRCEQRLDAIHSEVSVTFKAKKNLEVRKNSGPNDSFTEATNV
* = called active by the depositor; / = no result given; & = joins results of further samples.

#	Structure	NPY1 pot ag	NPY-Y1 antag	CHOP inh	TRPML3 ag	EP2 mod	S1P4 antag	zfTRPN1 agonist	S1P4 agonist	NPY2 pot ag
1	CCCCC(c1nnnn1C1CCCC1)N1CCN(C2CCCCC2)CC1 (stereo not drawn)	-30.8	36.7*	15.7	0.0	18.8	-4.0	-0.5	1.6	-13.9
2	COc1cc2[nH]c(=O)n(CCCCCC(=O)N3CC=C(c4ccccc4)CC3)c(=O)c2cc1OC	10.0	0.8	49.7	-0.3	-23.3	1.1	-0.5	1.3	-5.7
3	COc1ccc(NC(=O)CSc2nnc(N)s2)c([N+](=O)[O-])c1	3.8	-0.2	1.2	-0.4	-5.5	-23.2	0.2	0.7	9.7
4	COCc1cc(C)nc2sc(C(=O)NN)c(-n3cccc3)c12	-4.7	0.6	-7.4	-0.7	1.0	-9.6	0.7	0.6	-19.8
5	COc1ccc2c(c1OC)C(=O)N(c1cccc(C(F)(F)F)c1)C2	-6.5	8.7	55.2	-0.7	-20.3	1.1	-1.3	0.8	-18.2
6	Cc1nn(C)cc1C(C(=O)NC1CCCCC1)N(C(=O)Cc1cccs1)c1ccc(F)cc1 (stereo not drawn)	4.7	8.7	-31.7	0.2	-13.4&12.7	-27.3	2.4	0.6	4.5
7	COc1cc(CN2CCC(C(=O)NC3CCCC3)CC2)cc(Br)c1O	0.5	-7.6	6.2	0.6	7.7	-4.0	0.9	1.8	7.1
8	O=[N+]([O-])c1ccc(Cl)c(S(=O)(=O)N2CCCCCC2)c1	9.0	0.4	44.0	0.2	38.0	10.2	-3.2	-0.6	16.2
9	COc1ccc(-c2c(C)n([O-])c(C)c(C)[n+]2=O)cc1	21.3	2.9	-16.8	0.3	19.3	-13.8	-0.1	1.7	9.2
10	COC(CNC(=O)C(=O)NCC1OCCN1C(=O)c1ccc(Cl)cc1)OC (stereo not drawn)	9.6	-3.7	17.4	0.2	-22.0	8.5	0.8	1.1	4.6
11	COc1cc(/C=N/NC(=O)c2cccs2)ccc1OCc1ccccc1	-47.1	-0.7	-40.5	-0.3	5.0	-3.6	-0.9	0.3	-27.2
12	Cc1cc(C(=O)N/N=C/c2cc([N+](=O)[O-])cc(C)c2O)n[nH]1	-13.7	8.7	27.1	0.3	-3.1	-2.6	-0.3	-1.5	9.3
13	COc1ccc(C(C(=O)NC(C)C)N(C(=O)CCC(=O)Nc2nccs2)c2ccccc2F)cc1 (stereo not drawn)	23.3	-1.9	11.9	0.6	27.9	-10.9	1.1	-1.6	1.5
14	Cc1cc(-c2ccccc2)nc(SCC(=O)c2cccc([N+](=O)[O-])c2)n1	-15.3	11.5	-13.9	0.7	-8.6	-10.9	0.1	1.6	-8.0
15	CCCn1c(=O)n(C)c(=O)c2c(SCc3cc(C(C)=O)ccc3OCC)nc(C3CC3)nc21	-11.9	-1.9	/	-0.1	/	-9.3	1.4	-0.7	0.7
16	CCOC(=O)c1c2ccc(OCC(=O)N/N=C/c3ccc(Cl)cc3)cc2n2ccccc12	-4.1	0.0	104.5*	-0.4	-9.0	-5.4	-0.1	1.5	8.2
17	CCOC(=O)NN1C(=O)c2ccccc2NC1(C)C	14.0	1.8	7.5	0.9	26.6	-10.7	-0.3	-0.4	-0.8
18	CC(=O)Oc1c(S(=O)(=O)c2ccc(C)cc2)c(C)nn1-c1ccccc1	-17.7	1.5	22.7	0.7	14.5	4.4	0.4	0.5	-11.1
19	CN(C)c1nc(-c2cccs2)cc(C(F)(F)F)c1C#N	-48.8	/	22.0	0.6	44.8	11.8	0.9	8.6	-32.7
20	CC(C)(C)c1ccc(C(=O)N2CCNCC2)cc1	-34.5	4.8	31.3	1.1	9.7	-9.1	-0.7	-3.2	-10.6
21	Cc1ccc(NC(=O)c2ccccc2[N+](=O)[O-])nc1	-2.5	6.7	-10.1	0.3	-2.7	-14.1	-0.9	0.7	-4.2
22	Cc1cc(C(=O)CSc2nncs2)c(C)n1-c1c(C)n(C)n(-c2ccccc2)c1=O	2.4	-11.3	4.8	0.5	-2.4	-15.7	0.1	0.3	6.1
23	CC(C)(C)c1cc(/C=N/O)cc(C(C)(C)C)c1O	-15.2	9.3	61.0	-0.6	-2.2	2.8	0.4	1.6	3.5
24	CC(=O)c1ccc(-c2cccs2)s1	-23.1	3.8	7.3	0.4	-12.3	4.5	-0.5	-0.7	1.2
25	COc1ccc(/C=C(\NC(=O)c2ccc(OCC(C)C)cc2)C(=O)OCc2ccco2)cc1	-43.5	13.1	-0.7	-0.5	10.8	8.0	-0.5	-0.1	-38.9
26	O=c1oc2ccccc2cc1-c1ccccc1	-0.1	8.0	3.4	-0.2	-16.0	8.4	-3.0	-3.0	-13.9
27	Cc1csc(NS(=O)(=O)c2cccc([N+](=O)[O-])c2)n1	10.5	-0.6	-2.1	0.2	-10.0	-10.7	2.0	0.8	-0.9
28	COC(=O)C1=C(C)NC2=C(C(=O)CC(c3cccs3)C2)C1c1ccsc1 (stereo not drawn)	12.7	-6.0	22.7	-0.9	-28.7	19.2	2.7	0.2	-3.7
29	COC(=O)c1cc(OC)c(OC)cc1NC(=O)c1cc(C(C)(C)C)oc1C	-8.1	/	1.5	0.5	42.6	-2.9	-0.3	-0.8	0.9
30	CCOc1ncnc2c1[nH]c1ccccc12	8.6	/	22.0	1.4	13.2	4.1	5.1	1.2	-2.0
31	COC(=O)Cn1c(=O)oc2ccc(C)cc21	-1.9	0.2	-5.3	0.2	-9.5&-0.5	-16.2	-0.8	1.3	-4.9
32	COc1ccc(CN2CCNC(=O)C2CC(=O)N(C)Cc2ccncn2)c(OC)c1 (stereo not drawn)	14.6	-5.3	-6.1	0.9	-22.2	-13.8	0.3	2.4	10.8
33	CCOC(=O)N1CCC(Nc2ccc(N3C(=O)C4CCCCC4C3=O)cc2[N+](=O)[O-])CC1 (stereo not drawn)	16.1	-3.5	4.0	-0.6	-19.2	-14.1	0.6	-1.3	3.2
34	CSc1ccccc1NC(=O)CN(C)CC(=O)Nc1ccc(Cl)cc1F	-12.5	4.1	25.7	-0.8	14.9	-1.4	-0.8	1.2	0.1
35	Fc1ccc2c(c1)C1C=CCC1C(c1cc3c(cc1Br)OCO3)N2 (stereo not drawn)	9.2	4.3	69.6	-1.2	7.3	-15.2	-0.5	0.6	10.6
36	CNS(=O)(=O)c1ccc(NC(=O)c2nc3nc(C)cc(C(F)F)n3n2)cc1	1.7	-1.1	7.0	0.6	13.6	3.4	0.0	-3.1	8.6
37	COCCNC(=O)c1cccc(C)c1[N+](=O)[O-]	-5.2	0.1	-2.0	0.6	13.8	-12.7	0.9	1.3	8.0
38	CN(Cc1ccccc1)S(=O)(=O)c1cn(C)cn1	8.5	/	-1.7	0.8	-16.7	4.9	0.9	-0.1	-17.8
39	Cc1ccc(Cn2c(=O)n(CCC(=O)NCc3ccc4c(c3)OCO4)c(=O)c3ccccc32)cc1	0.4	13.5	95.3*	1.3	-11.2	4.7	-0.7	1.1	9.4
40	Cc1nc2ncnn2c(N2CCN(C(=O)Cc3cccs3)CC2)c1C	-14.2	0.5	-3.3	0.6	11.5	-3.8	0.8	2.5	-7.2
41	CC(=O)c1ccc(NC(=O)Nc2cccc(Cl)c2)cc1	18.0	-7.3	-23.2	3.5	-49.7	-21.3	3.7	3.0	10.8
42	Cc1cc(-c2onc(C)c2C(=O)Nc2ccc(C(F)(F)F)cc2)no1	1.4	/	-19.8	0.2	-0.9	-18.7	1.8	1.4	-15.0
43	NS(=O)(=O)c1ccc(CNC(=O)/C=C/c2ccc(Cl)c(Cl)c2)cc1	-19.6	5.3	27.9	0.2	-7.2	-0.5	-0.6	0.8	-12.7
44	CC(=O)Nc1ccc(C(=O)N2CC(=O)NC(=O)C2)cc1	11.4	/	17.3	0.2	21.8	-65.9	2.7	1.6	-6.2
45	CCC(C)(NC(=O)c1ccccc1)C(=O)O (stereo not drawn)	7.5	4.8	-2.3	1.1	27.4	-2.2	0.0	0.1	-4.4
46	C=CCN(C(=O)Nc1ccccc1)C1CC(=O)N(c2ccc(OC)cc2)C1=O (stereo not drawn)	11.1	5.5	41.6	0.8	5.7	-28.3	0.5	-0.5	-4.0
47	Cc1onc(-c2ccccc2)c1C(=O)Nc1cccc(OC(C)C)c1	-1.1	1.9	26.1	-1.1	21.9	-13.5	-3.4	-0.1	-8.1
48	CC1(C)C(c2cccs2)=[N+]([O-])C2(CCCCC/C2=N\NC(N)=S)N1O (stereo not drawn)	-14.4	4.0	-66.0	0.5	7.7	12.3	-0.4	-1.0	-20.5
49	Cc1cccc(C)c1NC(=S)N/N=C/c1ccc(C(=O)O)cc1	-2.1	/	0.9	0.1	17.6	3.9	1.0	0.9	21.7
50	CC(C)(C)Oc1ncc(Br)c(OC(C)(C)C)n1	-24.0	-0.6	23.2	0.2	31.4	-10.9	1.2	-2.7	0.9

The list goes on.
#	Structure	NPY1 pot ag	NPY-Y1 antag	CHOP inh	TRPML3 ag	EP2 mod	S1P4 antag	zfTRPN1 agonist	S1P4 agonist	NPY2 pot ag
51	COC(=O)c1sccc1NC(=O)NC1CCCCC1	4.5	-5.4	13.7	-0.6	-0.9	-2.8	-2.1	-0.6	0.0
52	O=C(O)c1ccccc1NS(=O)(=O)c1ccc2c3c(cccc13)C(=O)N2	-15.4	5.1	-0.3	0.4	-39.0	-12.1	2.0	-2.5	5.9
53	Cc1nc2ccccc2n1CCc1ccccc1	6.0	5.5	4.0	-0.5	23.1	-16.7	-0.7	0.2	2.7
54	COc1cc(CNC(C)(C)CO)cc(Br)c1OCc1ccc(Cl)cc1	-33.6	15.8	10.7	2.6	-53.3	11.0	2.9	-1.1	-19.5
55	COc1ccc2c(c1)N(C)/C(=C1/SC(=NCc3ccccc3)N(c3ccccc3)C1=O)S2	2.0	4.1	33.5	0.3	16.6	-3.6	0.5	0.7	12.9
56	Cc1cc(=O)[nH]c2nnnn12	-18.8	/	8.4	0.7	-2.8	18.9	1.4	-1.1	-8.5

Bioassay records: PubChem, several laboratories

The order is random. Share with any hit: about 6.5%.
